Bioassay records: PubChem, several laboratories
PREPL inhibitor: human PREPL enzyme inhibition | Q4J6C6 | inhibition, % at 5.96 µM | hit rate 0.68% among 320,000 | recombinant PREPL, fluorescence polarization activity-based probe; in the data active = inhibition above about 43%;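 note: 0% = enzyme with DMSO and 100% = wells lacking enzyme; many of its hits are not listed in these tables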
EBNA-1 inhibitor: blocks EBNA-1 binding to DNA; EBNA-1 DNA binding, fluorescence polarization; inhibition, % at 14.8 µM; hit rate 0.34% among 300,000; AID 1950; in the data active = inhibition above about 28%
HCV core dimer: HCV core protein dimerization inhibition. hit rate 0.33% among 300,000. TR-FRET GST/Flag-core106 dimerization, 1536-well. inhibition, % at 5 µM. AID 1899;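 active = inhibition above the mean of all tested compounds plus 3 SD, set per screening campaign, cut at about 45% in these data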
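test system = GST/Flag-tagged HCV core106 proteins | probe or stimulus = Eu donor and XL665 acceptor anti-tag antibodies | times = compound-protein-antibody incubation 4 h at 22.5 °C | signal = TR-FRET, excitation 340 nm, emission 617 and 671 nm | measure = percent inhibition of core106 dimerization signal | controls = wells lacking GST-core106 and wells with excess unlabelled core106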
Efflux pump mplx: inhibitors of Candida antifungal efflux pumps expressed in yeast; inhibition, % at 10 µM; hit rate 0.44% among 330,000; S. cerevisiae Candida pump triplex, Nile Red efflux;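 active = plate passing quality check with inhibition over a set limit, or well fluorescence over plate mean plus 4 SD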;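 note: Nile Red retained in pooled yeast measured as flow cytometry median fluorescence; 0% = buffer negative control and 100% = Enniatin B positive control; higher means more Nile Red kept so more efflux inhibition; some compounds called inactive have numbers as strong as hits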
PP1 inh: counter-screen for PP5 inhibitors: inhibitors of human PP1-alpha | P62136 | hit rate 0.9% among 320,000 | purified PP1alpha, OMFP fluorescence | inhibition, % at 6.7 µM;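 active = inhibition above the mean inhibition of all tested compounds plus 3 SD, computed separately for each screening campaign, cut at about 15% in these data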
Target sequence (P62136 whole entry, looked up): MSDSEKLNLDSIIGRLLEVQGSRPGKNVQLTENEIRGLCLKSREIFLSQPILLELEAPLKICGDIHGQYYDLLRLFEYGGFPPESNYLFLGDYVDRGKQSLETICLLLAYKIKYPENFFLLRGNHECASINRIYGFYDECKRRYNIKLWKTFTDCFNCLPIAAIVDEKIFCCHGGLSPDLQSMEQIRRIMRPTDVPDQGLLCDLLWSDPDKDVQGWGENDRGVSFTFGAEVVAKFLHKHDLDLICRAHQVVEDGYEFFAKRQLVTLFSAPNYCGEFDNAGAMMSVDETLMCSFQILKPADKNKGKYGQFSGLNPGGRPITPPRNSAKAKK
PP5 inh: PP5 (human) phosphatase inhibition; inhibition, % at 6.7 µM; P53041; purified PP5c, OMFP substrate fluorescence; hit rate 0.18% among 320,000;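 active = inhibition above the campaign's mean inhibition across all tested compounds plus 3 SD, cut at about 9.5% in these data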;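 note: 0% = DMSO only and 100% = 100 µM cantharidin control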
Target sequence (P53041 whole entry, looked up): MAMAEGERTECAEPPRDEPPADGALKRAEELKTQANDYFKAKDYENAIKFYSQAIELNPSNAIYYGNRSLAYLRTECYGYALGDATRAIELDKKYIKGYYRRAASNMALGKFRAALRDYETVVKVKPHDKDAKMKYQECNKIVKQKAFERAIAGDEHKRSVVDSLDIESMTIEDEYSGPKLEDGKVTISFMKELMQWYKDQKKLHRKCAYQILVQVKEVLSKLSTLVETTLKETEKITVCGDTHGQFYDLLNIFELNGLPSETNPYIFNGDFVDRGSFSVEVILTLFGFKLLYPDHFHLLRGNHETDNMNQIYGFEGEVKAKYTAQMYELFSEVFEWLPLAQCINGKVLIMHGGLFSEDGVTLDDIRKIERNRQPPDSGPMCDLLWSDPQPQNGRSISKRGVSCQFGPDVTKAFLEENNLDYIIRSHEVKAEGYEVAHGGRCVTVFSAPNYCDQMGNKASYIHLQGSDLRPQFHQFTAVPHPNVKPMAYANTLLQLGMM
TPT1 inhibitor: inhibitors of Candida albicans tRNA 2'-phosphotransferase TPT1; recombinant caTPT1, FP RNA substrate dephosphorylation; inhibition, % at 5 µM; hit rate 0.81% among 300,000;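 active = inhibition above the mean of all tested compounds plus 3 SD, set per screening campaign, cut at about 24% in these data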;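 note: plate controls were DMSO alone for no effect and ferristatin control at 100 nM for full effect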
CTSL1 counter: counter-screen for PFM18AAP inhibitors: inhibitors of F. hepatica cathepsin L1; inhibition, % at 5.96 µM; AID 1906; recombinant F. hepatica cathepsin L1, Z-Leu-Arg-MCA fluorescence; hit rate 0.49% among 300,000;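 active = inhibition above the mean of all tested compounds plus 3 SD, set per screening campaign, cut at about 17% in these data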;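 note: 0% = plate median of test compound wells and 100% = 1 µM Z-Phe-Ala-diazomethylketone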
ZTA DNA inh: counter-screen for EBNA-1 inhibitors: inhibitors of Epstein-Barr virus ZTA; P03206; ZTA-DNA binding, fluorescence polarization; inhibition, % at 11 µM; hit rate 0.15% among 320,000; in the data active = inhibition above about 33%
* = called active by the depositor; nt = not tested or not shown. The list is partial, so the mix of outcomes need not match the whole.

Molecule	PREPL inhibitor	EBNA-1 inhibitor	HCV core dimer	Efflux pump mplx	PP1 inh	PP5 inh	TPT1 inhibitor	CTSL1 counter	ZTA DNA inh
COc1ccc(S(=O)(=O)Nc2ccc(N3CCOCC3)cc2)cc1Br	17.2	-16.1	-0.5	0.0	-1.8	1.2	-0.2	0.4	6.1
COc1ccc(C(=O)NCCS(=O)(=O)NCc2cccs2)cc1	-5.9	-4.5	-1.7	0.1	5.3	1.7	0.1	0.9	1.2
Cc1cc(-c2n[nH]c(=S)n2/N=C/c2sccc2C)n[nH]1	-3.8	12.7	0.9	-0.1	-0.9	-2.5	4.0	-0.7	11.6
CCNS(=O)(=O)c1ccc(NC(=O)c2ccccc2SCCOC)cc1	-4.5	-0.6	0.2	-0.3	-0.9	1.0	-3.9	-2.2	-4.4
COC(=O)Cn1cnc2sc(C)c(S(=O)(=O)N3CCN(c4ccccc4OC)CC3)c2c1=O	19.2	4.6	-0.9	-0.2	-1.2	1.5	-2.7	4.0	-4.8
COc1ccc(-n2cnnc2SCC(=O)Nc2cccc([N+](=O)[O-])c2)cc1	13.3	-14.5	0.8	0.0	-5.7	2.3	-1.6	-3.9	3.5
CCCN(C(=O)Cc1c(C(=O)O)n(C)c2ccccc12)c1cccc(C)c1	3.6	-11.7	-2.9	0.1	-0.7	2.7	3.5	-0.6	10.9
Cc1c(S(=O)(=O)Nc2cc(Cl)ccc2Cl)c(=O)n(C)c(=O)n1C	-11.2	6.1	14.7	0.0	0.9	1.2	1.8	0.3	7.2
CC(=O)NC(=S)Nc1ccc(NC(=S)NC(=O)c2cccs2)cc1	-4.9	-2.7	-4.3	0.2	0.2	3.8	2.3	0.2	-13.2
O=C(O)c1ccccc1-c1ccccc1C(=O)Nc1nccs1	0.6	1.9	-1.1	0.1	-1.7	0.5	0.7	-1.5	13.4
CC(C)(C)NC(=O)C1CCC(CNc2c(N3CCCCC3)c(=O)c2=O)CC1 (centres undefined)	-2.1	-3.7	-1.2	-0.2	-2.8	-2.0	1.8	-10.1	2.8
COc1ccc(N2C(=O)CCC(C(=O)c3ccccc3)=C2C)cc1	10.9	1.0	3.0	0.1	1.7	-0.7	-0.7	-1.5	-5.1
CC1CCN(S(=O)(=O)N2CCC(C(=O)NCCC3=CCCCC3)CC2)CC1	-3.8	8.6	4.7	-0.2	-0.8	-1.6	-5.3	-0.5	0.5
Cc1cc(C(=O)CSc2nnnn2-c2ccc(Cl)cc2)c(C)n1CC1CCCO1 (centres undefined)	2.1	-0.1	9.6	0.2	7.2	3.3	2.4	1.3	8.2
Cc1ccc(OCC(=O)Nc2cc(C)on2)c([N+](=O)[O-])n1	3.6	-5.0	-3.1	0.0	2.9	-1.5	-1.3	3.3	-18.3
COC(=O)CCC(=O)OC1(C)C(=O)C2=CN(C3CCCC3)C(c3ccc(OC)cc3)=CC2=C(Br)C1=O (centres undefined)	54.4*	3.8	12.4	-0.1	17.1*	9.7*	2.0	-3.7	-11.2
COC(=O)c1cccc(C23CC4(C2)[C@H](CN(Cc2ccc(C(F)(F)F)cc2)[C@@H]4c2ccccc2)C3c2ccc(Cl)nc2)c1 (some centres undefined)	-3.1	-9.0	8.2	0.1	0.7	4.0	-0.4	-1.7	-2.6
CNc1snc(C)c1C(=O)OC(C)C(=O)Nc1cccc(OC)c1 (centres undefined)	10.7	nt	nt	-0.1	-3.6	4.4	nt	nt	5.1
CC(C)NC(=O)COc1ncnc2sccc12	5.9	9.8	-0.1	0.1	0.1	-0.8	2.4	2.6	-12.2
CC1(C)Oc2ccc3ccc(=O)oc3c2/C(=C/NCCN/C=C2\C(=O)C(C)(C)Oc3ccc4ccc(=O)oc4c32)C1=O	-5.7	-2.5	9.5	0.2	0.4	-0.1	-0.5	2.6	5.7
CC[n+]1c(C)cc(C)n1-c1ccccc1	6.3	14.6	-0.7	0.0	0.9	0.0	0.3	-0.5	17.4
O=C(CC1C(=O)NCCN1Cc1c(F)cccc1Cl)NC1CCCCCC1 (centres undefined)	6.7	0.9	0.7	0.0	-3.5	1.7	1.4	3.9	18.2
CN(CC(=O)Nc1ccc(F)cc1)C(=O)c1ccc(N2C(=O)CCC2=O)cc1	13.3	nt	nt	-0.1	-3.9	3.8	nt	nt	0.9
COc1ccc(CCNC(=O)COc2ccccc2[N+](=O)[O-])cc1OC	5.0	-9.4	2.7	0.0	-4.3	1.0	1.4	0.1	-5.3
Cc1ccc(NC(=O)CN2C(=O)NC3(CCc4ccccc43)C2=O)cc1Cl (centres undefined)	9.2	5.7	0.0	0.0	1.4	1.4	-4.6	-8.3	-5.4
C=C1CCN(Cc2ccccc2)S(=O)(=O)c2ccccc21	-2.9	2.8	8.6	0.0	1.8	2.5	-0.6	2.6	-18.8
CCOC(=O)c1c(NC(=O)CSc2nnnn2C)sc(C(=O)N(C)C)c1C	-2.4	5.2	4.0	0.0	0.0	-1.0	-1.1	-1.1	-5.5
CCOC(=O)Cc1cnc(NC(=O)CSc2nc(C)cc(C)n2)s1	1.1	-1.7	-3.1	-0.1	-3.6	-2.6	-6.7	4.2	-9.1
Cc1ccc(Nc2nc(-c3cccnc3)nc3ccccc23)cc1	3.8	-7.7	4.3	0.0	2.7	1.3	-1.6	4.4	-0.1
OC1(c2ccc(Cl)cc2)CCN(Cc2c[nH]c3ccccc23)CC1	-2.6	-5.1	1.1	0.1	0.6	-0.8	0.2	-0.9	9.7
O=C(c1ccc(F)cc1)N(Cc1ccccc1)C1CCS(=O)(=O)C1 (centres undefined)	6.1	-4.7	-8.6	-0.2	-1.7	0.4	-6.4	-3.6	-15.3
COc1ccc(/C=N/NC(=O)c2[nH]nc3c2CCc2ccccc2-3)cc1OC	10.3	-0.9	-3.7	-0.1	-3.1	4.5	1.4	2.2	-18.4
Cc1ccc(C(=O)O/N=C(\N)c2cccc([N+](=O)[O-])c2)cc1	14.3	9.5	3.2	-0.2	-1.4	1.5	0.9	-2.5	7.9
O=C1NC2(CCCCC2)C(=O)N1Cc1cc(=O)n2ccsc2n1	11.9	1.9	3.7	0.0	-3.0	0.2	-7.4	0.6	4.6
COc1ccc(C)cc1NC(=O)CSc1nnc(-c2ccc(Br)cc2)o1	4.2	1.9	-2.2	-0.2	-2.0	2.6	-0.8	7.8	-11.7
Cc1ccc(C)c(CS(=O)(=O)c2cn(CC(=O)N3CCC(C)CC3)c3ccccc23)c1	-4.8	-6.6	8.1	-0.1	-0.2	2.0	1.4	0.9	1.5
CCCCNC(=O)COn1nnc2ccc(S(=O)(=O)N3CCOCC3)cc21	2.8	-4.5	-5.7	-0.1	-3.2	-0.6	-1.4	-4.3	-21.3
COc1cccc(C(=O)NCCn2ccc3ccccc32)c1	4.8	-3.3	-8.4	0.1	3.5	0.4	0.8	-2.7	6.6
CCOc1c(C)cnc2c1c(=O)n(Cc1ccccc1Cl)c(=O)n2C	2.1	4.9	0.2	-0.2	5.5	-0.7	4.0	-0.9	-2.0
Cc1onc(-c2ccccc2Cl)c1C(=O)Nc1ccc(S(=O)(=O)NCC2CCCO2)cc1 (centres undefined)	6.3	-2.6	-2.4	-0.1	-5.1	-1.1	-1.1	-1.4	4.5
CCOC(=O)/C(C#N)=C\C=C1C=CN(C)C=C1	19.0	-2.3	-48.9	0.0	4.5	5.1	158.1*	9.4	1.8
COc1ccc(C2=NOC(C(=O)NCCN3CCOCC3)C2)cc1 (centres undefined)	1.7	6.5	-1.3	0.0	-6.3	-1.3	-2.7	-1.4	13.0
COc1ccc(COC(=O)c2cccc(S(=O)(=O)N3CCCC3)c2)cc1F	12.1	6.7	1.8	-0.1	-3.4	2.7	-2.0	-2.2	-16.2
CCC(=O)Nc1ncc2c(n1)CC(c1ccco1)CC2=O (centres undefined)	-2.0	2.8	9.0	-0.1	-3.4	-2.7	-3.5	3.6	3.2
Cc1ccc(S(=O)(=O)N2CCN(C(=O)COC(=O)C3(C)CC3(Cl)Cl)CC2)c(C)c1 (centres undefined)	9.1	nt	nt	0.3	2.3	3.8	nt	nt	-0.3
Cc1cc(OC(=O)c2ccccc2[N+](=O)[O-])c([N+](=O)[O-])c(=O)[nH]1	-3.5	1.1	-4.7	0.0	2.3	0.3	-3.7	-1.8	-2.9
CC(=O)c1cccc(NC(=O)CCNS(=O)(=O)c2cccc3nonc23)c1	13.4	0.0	0.0	0.0	1.5	-8.8	-12.4	8.9	-13.4
COC(=O)CCC(=O)N1CCCC(CO)(Cc2ccccc2C)C1 (centres undefined)	-2.7	4.8	-2.8	0.0	-2.3	0.7	-3.9	-7.3	-5.1
CC(C)(C)OC(=O)NCCCCCO	5.4	-12.1	6.5	-0.1	1.1	-0.1	-1.9	-2.1	-3.6
COc1ccc(/C=C2\N=C3CCCCCN3C2=O)cc1	0.0	1.5	-11.5	0.1	3.1	1.7	0.5	3.7	-6.6
COc1ccc(-c2nc3ccccn3c2NCc2ccc3c(c2)OCO3)cc1	8.9	3.2	-6.1	-0.1	-1.2	0.4	-2.3	4.9	-12.2
CCc1cccc(C)c1NC(=O)COC(=O)c1ccc2c(c1)S(=O)(=O)c1ccccc1C2=O	-5.7	2.0	-2.1	0.2	5.4	0.3	2.9	-2.0	6.5
CCc1ccc(NS(=O)(=O)c2c(C(=O)N3CCCCCC3)c(C)n(C)c2C)cc1	9.8	-4.2	-1.7	0.4	-4.3	-2.3	-0.4	3.6	6.4

Just CTSL1 counter and ZTA DNA inh, for some of the entries so far:
| Compound | CTSL1 counter | ZTA DNA inh |
| --- | --- | --- |
| CCOC(=O)Cc1cnc(NC(=O)CSc2nc(C)cc(C)n2)s1 | 4.2 | -9.1 |
| O=C(c1ccc(F)cc1)N(Cc1ccccc1)C1CCS(=O)(=O)C1 (centres undefined) | -3.6 | -15.3 |
